Source: PubChem BioAssay
RNase H inhibition: RNase H inhibition, HIV 1 Gag Pol polyprotein, FRET biochemical assay, screening (AID 372) | HIV-1 RT RNase H, FRET RNA/DNA substrate fluorescence; higher % means a stronger effect | one-dose inhibition, % at 10 µM; IC50 in µM for titrated hits | actives 0.77% (n = 100,000); in the data active = inhibition above about 50%
* = called active by the depositor; & = joins results of further samples.

For CCOC(=O)c1c(N)n(-c2ccccc2OC)c2nc3ccccc3nc12 the results were RNase H inhibition 0%.
CCN(CC)c1ccc(C2C3=C(CCCC3=O)Nc3ccccc3N2C(=O)c2ccccc2)cc1 (configuration not stated) was read as RNase H inhibition 25%.
For CCOC(=O)C1=C(C)N=c2s/c(=C/c3ccc(OC)c(Br)c3)c(=O)n2C1c1ccccc1OC (configuration not stated) the results were RNase H inhibition 5%.
O=C(Nc1ccccc1)O/N=C/c1ccc([N+](=O)[O-])o1 was read as RNase H inhibition 11%.
CCOC(=O)C1=C(CC)OC(N)=C(C#N)C1c1ccc(OC)c(C)c1C (configuration not stated) was read as RNase H inhibition 2%.
`Nc1cc(NC(=O)c2ccc3ccccc3c2O)ccc1Cl` gave RNase H inhibition 3%.
O=C(c1ccc(F)cc1F)N1CCN(c2ccc([N+](=O)[O-])cc2F)CC1 was read as RNase H inhibition 2%.
`Nc1ccc(Nc2ccc([N+](=O)[O-])cc2)cc1` gave RNase H inhibition 27%.
For Cc1ccc(-c2cc(C(F)(F)F)n3ncc(C(=O)NC(C)C)c3n2)cc1 the results were RNase H inhibition 4%.
For COc1ccc(/C=C2/SC(=S)N(c3ccccc3)C2=S)cc1 the results were RNase H inhibition 0%.
Screening CCOc1ccc2nc(NS(=O)(=O)c3ccc([N+](=O)[O-])cc3)sc2c1 returned RNase H inhibition 1%.
For O=c1c([N+](=O)[O-])c(NC2CCCCC2)c2ccccc2n1-c1ccccc1 the results were RNase H inhibition 2%&8%.

In the list so far, these have a halogen.
For CCOC(=O)C1=C(C)N=c2s/c(=C/c3ccc(OC)c(Br)c3)c(=O)n2C1c1ccccc1OC (configuration not stated) the results were RNase H inhibition 5%.
`Nc1cc(NC(=O)c2ccc3ccccc3c2O)ccc1Cl` gave RNase H inhibition 3%.
O=C(c1ccc(F)cc1F)N1CCN(c2ccc([N+](=O)[O-])cc2F)CC1 was read as RNase H inhibition 2%.
For Cc1ccc(-c2cc(C(F)(F)F)n3ncc(C(=O)NC(C)C)c3n2)cc1 the results were RNase H inhibition 4%.

Carrying on:
CCCOc1ccc(C(=O)NC(=S)Nc2ccc(C)c(C)c2)cc1 was read as RNase H inhibition 16%.
C=CCc1ccccc1OCCCOc1ccc(C)cc1OC was read as RNase H inhibition 30%.
Screening COc1ccc(Cl)cc1N(CC(=O)N1CCC(C)CC1)S(C)(=O)=O returned RNase H inhibition 10%.
For O=C(NC(=S)Nc1ccc(N2CCCCC2)cc1)c1cccc(Br)c1 the results were RNase H inhibition 8%.
`COC(=O)CN1C(=O)/C(=C\C=C\c2ccccc2)SC1=S` gave RNase H inhibition 11%.
For O=C(CSc1nc2sc3c(c2c(=O)[nH]1)CCCC3)N1CCOCC1 the results were RNase H inhibition 3%.
Screening CCC(=Nc1ccccc1OC)C1=C(O)CC(C)(C)CC1=O returned RNase H inhibition 1%.
For Cc1cccc(NC(=O)c2ccc([N+](=O)[O-])cc2Cl)c1C the results were RNase H inhibition 3%.
Screening O=C1CC(c2ccc3c(c2)OCO3)Sc2nc(-c3ccccc3)nn21 (configuration not stated) returned RNase H inhibition 6%.
`CCOC(=O)c1c(NC(=O)CN2C(=O)c3cccc4cccc(c34)C2=O)sc2c1CCC2` gave RNase H inhibition 1%.
For O=C1C(=O)N(c2nc3ccccc3s2)C(c2cccc(F)c2)/C1=C(/O)c1ccccc1 (configuration not stated) the results were RNase H inhibition 11%.
For COc1cccc(/C=C2\NC(=S)NC2=O)c1OCC(=O)O the results were RNase H inhibition 6%.
For Cc1ccc(OCC(=O)NCCCN(C)C)c(Br)c1 the results were RNase H inhibition 4%.
`Cc1ccc(-c2nnc(NC(=O)c3ccco3)s2)cc1` gave RNase H inhibition 1%.
For O=C(Nc1ccccc1Oc1ccccc1)c1cc2cc(Cl)cc(Cl)c2oc1=O the results were RNase H inhibition 24%.
`COc1ccc(C2=CSC3=NCCN23)cc1F` gave RNase H inhibition 7%.
For Cc1ccc(N2NC(=O)/C(=C\c3cc(Br)ccc3O)C2=O)cc1C the results were RNase H inhibition 17%.
COc1ccc(C(=O)c2cccc([N+](=O)[O-])c2)cc1 was read as RNase H inhibition 0%.
Screening CCOC(=O)C1=C(c2ccccc2)N=C2SCC(=O)N2C1c1ccc(OC)cc1 (configuration not stated) returned RNase H inhibition 3%.
`CC(C)Cn1c(CCN2C(=O)c3ccccc3C2=O)nc2ccccc2c1=O` gave RNase H inhibition 7%.
Cc1cc(N2CCN(C(=O)c3ccc(Cl)cc3Cl)CC2)c(F)cc1[N+](=O)[O-] was read as RNase H inhibition 0%.
For CC1=C(C(=O)Nc2ccccc2)C(c2ccc([N+](=O)[O-])cc2)C(C(=O)Nc2ccccc2)=C(C)N1 the results were RNase H inhibition 4%.
Screening C/C(=N/NC(=O)CNc1ccccc1C)c1ccc([N+](=O)[O-])cc1 returned RNase H inhibition 0%.
`COc1ccc(/C=C/C(=O)Nc2ccccc2Br)cc1` gave RNase H inhibition 13%.
Cc1ccc(NC(=O)/C=C/c2ccccc2Cl)cc1 was read as RNase H inhibition 0%.
Screening Cc1c(C(=O)N(Cc2ccccc2)c2ccccn2)cccc1[N+](=O)[O-] returned RNase H inhibition 8%.
For CC(C)c1cccc(C(C)C)c1NC(=O)COc1cccc(Br)c1 the results were RNase H inhibition 3%.
`COc1ccc(C(=O)Nc2ccc(-c3nc4cc(C)cc(C)c4o3)cc2)cc1[N+](=O)[O-]` gave RNase H inhibition 22%.
`Cc1ccc(-c2cc(N)n(Cc3ccc(Cl)cc3)n2)cc1` gave RNase H inhibition 5%.
NCCNc1ccc([N+](=O)[O-])c(N2CCCCC2)c1 was read as RNase H inhibition 11%.
`Cc1[nH]c2ccccc2c1/C=N/NC(=O)c1ccc(O)cc1O` gave RNase H inhibition 14%.
COc1ccccc1NC(=O)c1c(NC(=O)c2ccccc2Cl)sc2c1CCC2 was read as RNase H inhibition 15%.
Screening O=C(Nc1ccc(-c2nc3ccccc3o2)c(O)c1)c1cccc2ccccc12 returned RNase H inhibition 23%.
`COC(=O)C1=C(C)NC(=O)NC1c1ccc(OCCO)c(OC)c1` (configuration not stated) gave RNase H inhibition 16%.
For Cc1nc2n(CC(=O)N3CCCC3)c3ccccc3n2n1 the results were RNase H inhibition 5%.
Screening COc1ccc(NC(=O)COc2ccc([N+](=O)[O-])cc2)cc1OC returned RNase H inhibition 9%.
CCOC(=O)N1CCN(Cc2coc3c(Cl)cc(Cl)cc3c2=O)CC1 was read as RNase H inhibition 7%.
For CCOC(=O)C1=C(C)N=c2s/c(=C\c3ccc(-c4cc(C)c(C)c([N+](=O)[O-])c4)o3)c(=O)n2C1c1ccc(OC)c(OC)c1 (configuration not stated) the results were RNase H inhibition 51%*.
Screening CSc1ccc(S(=O)(=O)N(CC(=O)Nc2cc(C)ccc2C)c2ccc(C)cc2)cc1 returned RNase H inhibition 9%.
`N/C(=N\N=C/c1ccc(Br)cc1)N/N=C\c1ccc(Br)cc1` gave RNase H inhibition 0%.
`CN1C(=O)/C(=C2\SC(=S)N(c3cccc(Cl)c3)C2=O)c2ccccc21` gave RNase H inhibition 11%.
Screening COC(=O)c1ccc(OC(=O)c2ccc(Br)cc2)cc1 returned RNase H inhibition 13%.
Screening CCCC(=O)NC(Nc1ccccc1F)C(Cl)(Cl)Cl (configuration not stated) returned RNase H inhibition 0%.
For CC1=C(C(=O)OCCc2ccccc2)C(c2ccccc2[N+](=O)[O-])C2=C(CC(c3ccc(Cl)cc3)CC2=O)N1 (configuration not stated) the results were RNase H inhibition 23%.
For Cc1ccc(C)c(S(=O)(=O)Nc2ccc(O)c3ccccc23)c1 the results were RNase H inhibition 22%.
For CCSc1nnc(NC(=O)c2c(-c3c(Cl)cccc3Cl)noc2C)s1 the results were RNase H inhibition 0%.
For O=C(NCCCO)/C(=C/c1cccc([N+](=O)[O-])c1)NC(=O)c1ccc(Br)o1 the results were RNase H inhibition 10%.
Screening Cc1ccc(OCCNc2cc(Cl)ccc2[N+](=O)[O-])cc1C returned RNase H inhibition 16%.
For O=C(CN(c1ccccc1)S(=O)(=O)c1ccccc1[N+](=O)[O-])N1CCCCC1 the results were RNase H inhibition 6%.
`O=C(c1cccc2ccccc12)c1nc2c(n1O)CCCC2` gave RNase H inhibition 0%.
`O=C(N/N=C/c1cc(Br)ccc1O)c1cccc(Cl)c1` gave RNase H inhibition 15%.
`Cc1ccccc1C=Nc1cccc(C(N)=O)c1` gave RNase H inhibition 5%.
COc1ccc(C(=O)/C=C/c2ccccc2F)c(OC)c1 was read as RNase H inhibition 35%.
CCOc1cc(/C=C2\SC(=S)N(c3cccc(OC)c3)C2=O)ccc1O was read as RNase H inhibition 4%.
COc1ccc(C(NC(=O)c2ccccc2)NC(=O)c2ccccc2)cc1OC was read as RNase H inhibition 13%.
`C/C(=N\NC(=O)c1cc(C23CC4CC(CC(C4)C2)C3)[nH]n1)c1ccc(Br)cc1` gave RNase H inhibition 8%.
Screening O=C(Nc1ccc(-c2ccccc2)cc1)c1ccccc1Br returned RNase H inhibition 11%.
CN(C)c1ccc(NC(=S)NC(=O)c2ccccc2Br)cc1 was read as RNase H inhibition 9%.
Screening COc1c(Cl)cc(C(=O)Nc2cc(C)ccc2C)cc1Cl returned RNase H inhibition 0%.
Screening O=[N+]([O-])c1cccc(S(=O)(=O)Nc2ccccc2Br)c1 returned RNase H inhibition 0%.
`CCSc1nnc(NC(=O)c2cccc(OC)c2)s1` gave RNase H inhibition 1%.
Screening CCCN1CCc2c(sc3[nH]c(=S)n(CCc4ccccc4)c(=O)c23)C1 returned RNase H inhibition 8%.
For Cc1ccnc(Nc2nc(-c3c(C)nc4ccccn34)cs2)c1 the results were RNase H inhibition 8%.
Screening Cc1cc(C(=O)Oc2ccccc2C(=O)O)c(C)o1 returned RNase H inhibition 6%.
`CCOc1cc(C2Nc3ccccc3-c3nnc(SCc4ccccc4Cl)nc3O2)ccc1O` (configuration not stated) gave RNase H inhibition 13%.
`Cc1cccc(OCC(=O)Nc2cccc(C(F)(F)F)c2)c1` gave RNase H inhibition 2%.
Screening COc1ccc(C(=O)N/C(=C\c2ccc(-c3cccc(Cl)c3)o2)C(=O)NCCCN2CCOCC2)cc1 returned RNase H inhibition 0%.
Screening COc1ccc2nc(SCC(=O)Nc3ccc(/C=C/c4ccccc4)cc3)[nH]c2c1 returned RNase H inhibition 23%.
For O=C1c2cccc3c(N4CCNCC4)ccc(c23)C(=O)N1c1ccc(Cl)cc1 the results were RNase H inhibition 18%.
For CSc1ccc(CN2CCN(Cc3cccnc3)CC2)cc1 the results were RNase H inhibition 2%.
Screening CC(=O)Nc1ccc(NC(=S)NC(=O)c2ccc(OC(C)C)cc2)cc1 returned RNase H inhibition 12%.
Screening Cc1cccc(C(=O)N(C(=O)c2cccc(C)c2)c2ncccn2)c1 returned RNase H inhibition 5%.
O=C(O)C1C2CCC(C2)C1C(=O)Nc1nc2c(s1)CCCC2 (configuration not stated) was read as RNase H inhibition 0%.
For COc1ccccc1NC(=O)c1cc(Nc2ccccc2)nc2ccccc12 the results were RNase H inhibition 0%.
`Cc1oc2ccc(O)cc2c1C(=O)c1ccc(Br)cc1` gave RNase H inhibition 12%.
`CCN1C(=O)/C(=C/c2ccccc2OCCOc2c(C)cccc2C)SC1=S` gave RNase H inhibition 15%.
`COc1cccc(OCCOc2ccccc2[N+](=O)[O-])c1` gave RNase H inhibition 14%.
Cc1ccccc1C(=O)NCc1ccco1 was read as RNase H inhibition 2%.
Screening COC(=O)c1c(NC(=O)c2ccccc2F)sc2c1CCCC2 returned RNase H inhibition 6%.
For O=C(COc1cccc(Cl)c1)N/N=C/c1ccc(-c2cccc(Cl)c2Cl)o1 the results were RNase H inhibition 5%.
Screening CC(=O)Nc1ccc(OC(=O)c2ccc([N+](=O)[O-])cc2Cl)cc1 returned RNase H inhibition 14%.
For CC1(C)CCC[C@@]2(C)C1CC[C@]1(C)OC(=O)C[C@H]21 (some centres not stated) the results were RNase H inhibition 0%.
Screening Cc1cc(C(=O)N2CCN(C)CC2)ccc1[N+](=O)[O-] returned RNase H inhibition 7%.
Screening CC(C)c1ccc(/C=N/NC(=O)c2cccc(Cl)c2)cc1 returned RNase H inhibition 4%.

Filtered by structure, those above with an aryl thioether with sulfur outside any ring.
For O=C(CSc1nc2sc3c(c2c(=O)[nH]1)CCCC3)N1CCOCC1 the results were RNase H inhibition 3%.
Screening CSc1ccc(S(=O)(=O)N(CC(=O)Nc2cc(C)ccc2C)c2ccc(C)cc2)cc1 returned RNase H inhibition 9%.
For CCSc1nnc(NC(=O)c2c(-c3c(Cl)cccc3Cl)noc2C)s1 the results were RNase H inhibition 0%.
`CCSc1nnc(NC(=O)c2cccc(OC)c2)s1` gave RNase H inhibition 1%.
`CCOc1cc(C2Nc3ccccc3-c3nnc(SCc4ccccc4Cl)nc3O2)ccc1O` (configuration not stated) gave RNase H inhibition 13%.
Screening COc1ccc2nc(SCC(=O)Nc3ccc(/C=C/c4ccccc4)cc3)[nH]c2c1 returned RNase H inhibition 23%.
For CSc1ccc(CN2CCN(Cc3cccnc3)CC2)cc1 the results were RNase H inhibition 2%.

Later entries
`Cc1cc(/C=N/n2cnnc2)c(C)n1-c1ccc(N(C)C)cc1` gave RNase H inhibition 8%.
Screening CCC/C(C)=N/NC(=O)CNc1ccc(Cl)cc1Br returned RNase H inhibition 0%.
COc1ccc(C2C(C(C)=O)=C(O)C(=O)N2CCN(C)C)c(OC)c1 (configuration not stated) was read as RNase H inhibition 8%.
For COc1cc(C(N)=O)cc(OC)c1OC the results were RNase H inhibition 21%.
Screening O=C(CC(=O)c1ccccc1O)c1ccc(Cl)cc1 returned RNase H inhibition 3%.
Screening C=C(C)c1cccc(C(C)(C)NC(=O)NC2CCCC2)c1 returned RNase H inhibition 5%.
Screening Cn1c(=O)c([N+](=O)[O-])c(NCC2CCCO2)c2ccccc21 (configuration not stated) returned RNase H inhibition 0%.
O=C(O)CCCCCN1C(=O)/C(=C2/C(=O)N(CC(=O)O)c3ccccc32)SC1=S was read as RNase H inhibition 0%.
`N#CCC(=O)Nc1ncc(Cc2cccc3ccccc23)s1` gave RNase H inhibition 20%.

The list is partial; count on the stated rates, not on these rows.
